High-throughput results (PubChem BioAssay)
HTR2A ag: activates the mouse 5-HT2A serotonin receptor. CHO-K1 mHTR2A beta-arrestin complementation, luminescence; percent of 30 µM serotonin response. activation, % at 7.6 µM. AID 624169. 360,000 tested, 0.66% active. P35363;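 active = activation above a run cutoff, the mean activation of all tested compounds plus 3 SD, cut at about 14% in these data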;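 also: 0% = plate median of compound wells and 100% = 30 µM serotonin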
Target sequence (P35363 whole entry, looked up): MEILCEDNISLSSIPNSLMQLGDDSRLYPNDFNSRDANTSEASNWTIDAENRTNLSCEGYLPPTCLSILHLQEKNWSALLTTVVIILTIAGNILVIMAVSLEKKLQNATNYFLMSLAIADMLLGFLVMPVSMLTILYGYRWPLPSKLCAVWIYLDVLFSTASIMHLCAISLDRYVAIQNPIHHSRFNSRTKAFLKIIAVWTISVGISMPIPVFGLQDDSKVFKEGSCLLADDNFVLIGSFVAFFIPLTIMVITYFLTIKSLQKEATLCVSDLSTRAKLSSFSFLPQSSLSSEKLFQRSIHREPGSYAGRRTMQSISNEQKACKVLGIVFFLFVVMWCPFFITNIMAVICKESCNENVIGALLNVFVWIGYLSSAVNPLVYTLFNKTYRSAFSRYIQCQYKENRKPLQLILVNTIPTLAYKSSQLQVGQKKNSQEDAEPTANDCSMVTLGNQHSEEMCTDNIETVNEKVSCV
CaV13 ICDI inh: Primary screen for inhibitors of IQ motif and Ca2+-dependent inactivation inhibitor domain binding in CACNA1D, Förster resonance energy transfer in living cells, … | 340,000 tested, 0.098% active | AID 743397 | inhibition, % at 12.3 µM | HEK cells, CFP/YFP FRET ICDI-IQ, plate reader, 10 min; percent FRET-ratio fall versus neutral wells;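 active = mean replicate inhibition of at least 30% and at least 1% of replicates passing that level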;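 also: 0% = median of the neutral control wells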
aDG glyco act: increases alpha dystroglycan glycosylation | Pro5-aDG cells, alpha-DG glycosylation AlphaScreen (IIH6); 0% Pro5, 100% B10-LARGE cell signal | activation, % at 10 µM | 360,000 tested, 0.22% active;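 active = activation of at least 8% versus controls, or a plate z-score of at least 8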;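 also: Pro5 are CHO cells carrying HIG-tagged alpha-DG that lacks glycosylation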
* hit, by the source's call. Not all compounds are listed (hit frequency here may not be typical).

Order of results – HTR2A ag | CaV13 ICDI inh | aDG glyco act
#1 CCC(C(=O)Nc1c(C)cccc1C)n1c(-c2cnc(C)cn2)nc2ccccc21 (stereo unspecified)
    2.4 | -14.6 | -0.2
#2 CC1(C(=O)NCc2ccccc2)CN(S(C)(=O)=O)CC(=O)N1CCCn1ccnc1 (stereo unspecified)
    -4.3 | -11.1 | 0.4
#3 CCOC1=C2CN(S(=O)(=O)c3ccc(C)cc3)C(c3cccc(Cl)c3)CC2N(S(=O)(=O)c2ccc(C)cc2)C(c2ccncc2)C1 (stereo unspecified)
    -4.6 | -3.6 | -0.1
#4 COC(=O)C[C@H]1C=C[C@@H](NC(=O)NC2CCCCC2)[C@@H](CO)O1
    -2.7 | -4.0 | 0.4
#5 Cc1ccc(S(=O)(=O)N[C@H]2CCC[C@@H]2O)cc1
    0.5 | -9.4 | -0.1
#6 COC(=O)[C@@]12C[C@@H](CC(=O)NCc3ccccc3)C(=O)N(Cc3cccc4ccccc34)C1=CCC(C)(C)C2
    1.3 | -9.7 | 0.1
#7 CC(C)(C)N1C(=O)c2ccccc2NC(=O)C1C(=O)NCCc1ccccc1 (stereo unspecified)
    -3.2 | -8.7 | 0.2
#8 Cc1cccc(C)c1NC(=O)C(c1ccnc2ccccc12)N1CCN(CCN(C)C)CC1 (stereo unspecified)
    -2.4 | -16.0 | -0.1
#9 CCC(C(=O)NC(C)(C)C)n1c(-c2ccccc2)nc2ccccc21 (stereo unspecified)
    0.8 | -8.3 | -0.2
#10 O=C(Nc1ccc2c(c1)OCCO2)C1C(=O)Nc2ccccc2C(=O)N1C1CCCCC1 (stereo unspecified)
    0.9 | -7.8 | 0.1
#11 COc1ccc(NC(=O)C(c2ccnc3ccccc23)n2c(=O)c(-c3ccccc3)nc3ccccc32)cc1 (stereo unspecified)
    3.0 | -4.7 | 0.0
#12 COC(=O)C1(C(=O)OC)C[C@H](c2ccc(OC)cc2)N(Cc2ccccc2OC)[C@@H]1c1ccccc1
    -0.2 | -8.7 | 0.1
#13 O=C(N[C@H]1CC[C@H](CCNS(=O)(=O)c2ccc(Cl)cc2)O[C@@H]1CO)c1cccc(F)c1
    -6.0 | -5.7 | 0.4
#14 CO[C@H]1CN(C)C(=O)c2ccc(NC(=O)C3CCC3)cc2OC[C@H](C)N(CC2CCCCC2)C[C@@H]1C
    1.0 | -3.9 | -0.2
#15 Cc1ccc(C(=O)N2c3ccccc3N=C(c3ccccc3)C2C(=O)NC(C)C)cc1 (stereo unspecified)
    -5.1 | -10.4 | 0.2

Part of the list above, set out differently.
cpd | canonical_smiles | HTR2A ag | CaV13 ICDI inh | aDG glyco act
11 | COc1ccc(NC(=O)C(c2ccnc3ccccc23)n2c(=O)c(-c3ccccc3)nc3ccccc32)cc1 (stereo unspecified) | 3.0 | -4.7 | 0.0
9 | CCC(C(=O)NC(C)(C)C)n1c(-c2ccccc2)nc2ccccc21 (stereo unspecified) | 0.8 | -8.3 | -0.2

Next section:
Order of results – HTR2A ag | CaV13 ICDI inh | aDG glyco act
#16 COC(=O)[C@@]12C[C@@H](CC(=O)N3CCN(C(=O)c4ccco4)CC3)C(=O)N(Cc3ccccc3)C1=CCC(C)(C)C2
    10.3 | -9.4 | -0.2
#17 COc1ccc(NC(=O)C(c2ccc(C(F)(F)F)cc2)n2c(=O)c(-c3cc4ccccc4[nH]3)nc3ccccc32)cc1 (stereo unspecified)
    9.7 | -47.6 | 2.9
#18 Cc1ccc([N+](=O)[O-])cc1CN1CCN(c2ncc(Cc3ccccc3)cn2)CC1
    2.9 | -5.3 | -0.2
#19 Cc1cccc(C)c1NC(=O)C(C1CC1)n1c(=O)c(-c2cc3ccccc3[nH]2)nc2ccccc21 (stereo unspecified)
    6.1 | -20.9 | 1.2
#20 O=C(NCc1ccccc1)C(C1CC1)n1c(CSCCOc2ccccc2)nc2ccccc21 (stereo unspecified)
    -3.6 | -4.5 | -0.1
#21 O=C(NCc1ccccc1)C(c1ccccc1F)n1c(=O)c(-c2ccccc2)nc2ccccc21 (stereo unspecified)
    1.7 | -14.0 | 4.0
#22 CCCCOCCCNC(=O)C[C@@H]1C[C@@]2(C(=O)OCC)CCCC=C2N(CCc2ccc(OC)c(OC)c2)C1=O
    -4.8 | -7.0 | 0.0
#23 CCCCNC(=O)C(NC(=O)c1ccc2ccccc2c1)C(=O)c1ccccc1 (stereo unspecified)
    -1.9 | -17.0 | 0.0
#24 CC(=O)N1CCN(C(C(=O)Nc2c(C)cccc2C)c2cccc(F)c2)CC1 (stereo unspecified)
    3.2 | -16.0 | 0.1
#25 O=C(Nc1ccc(F)cc1)C(c1cc2ccccc2o1)N1CCN(CC(=O)N2CCCC2)CC1 (stereo unspecified)
    26.6* | -10.3 | 0.3
#26 COC(=O)[C@@]12C[C@@H](CC(=O)N3CCN(C(=O)C4CC4)CC3)C(=O)N(Cc3ccccc3)C1=CCC(C)(C)C2
    -6.2 | -9.3 | 0.1
#27 COC(=O)C[C@H]1CC[C@@H](NC(=O)Nc2cccc(OC)c2)[C@@H](CO)O1
    -3.5 | -6.8 | 0.1
#28 COC(=O)C1=CN(c2cccc(OCc3ccccc3)c2)C(N)=C(C#N)C1c1ccc(-c2ccccc2)cc1 (stereo unspecified)
    -1.5 | -7.9 | -0.1
#29 Cc1ccc(C(=O)Nc2c(-c3ccccc3)[nH][nH]c2=O)cc1
    -1.5 | -3.9 | 0.1
#30 O=C(Nc1ccc(Cl)cc1)N[C@@H]1CC[C@H](CCNS(=O)(=O)c2ccccc2F)O[C@@H]1CO
    -2.8 | -3.8 | -0.2
#31 C#CCNC(=O)C[C@@H]1C[C@@]2(C(=O)OC)CC(C)(C)CC=C2N(Cc2cccc3ccccc23)C1=O
    0.4 | -4.9 | -0.1
#32 O=C(NC1CCCC1)C1C(c2ccc(C(F)(F)F)cc2)=Nc2ccccc2N1C(=O)c1ccco1 (stereo unspecified)
    -1.9 | -17.4 | -0.5
#33 CCCCOCCCNC(=O)C[C@@H]1C[C@@]2(C(=O)OC)CC(C)(C)CC=C2N(Cc2ccco2)C1=O
    -2.0 | -3.7 | -0.2
#34 Cc1cccc(C)c1NC(=O)C1(C)CSCC(=O)N1Cc1cccc(C(F)(F)F)c1 (stereo unspecified)
    0.6 | -11.4 | 0.1
#35 O=C(Nc1ccc(F)cc1)C(c1ccccc1OC(F)(F)F)N1CCN(c2cccc(C(F)(F)F)n2)CC1 (stereo unspecified)
    -4.3 | -6.3 | 0.0
#36 COc1cccc(C(C(=O)NC2CCCC2)N2CCN(c3cc(C)ccc3C)CC2)c1OC (stereo unspecified)
    4.7 | -3.3 | 0.2
#37 CCC(C(=O)Nc1c(C)cccc1C)n1c(-c2ccc(=O)[nH]c2)nc2ccccc21 (stereo unspecified)
    -0.3 | -7.5 | 0.1
#38 CCCCCNC(=O)C(c1cccc2ccccc12)n1c(=O)c(-c2cc3ccccc3[nH]2)nc2ccccc21 (stereo unspecified)
    -3.6 | -30.9 | 2.0
#39 CCCCNC(=O)c1nc(C2CCNCC2)oc1-c1cccc(C(F)(F)F)c1
    -3.6 | -5.9 | 0.4
#40 O=C(NCc1ccccc1)C(c1ccccc1)n1c(=O)c(-c2ccco2)nc2ccccc21 (stereo unspecified)
    -2.5 | -7.2 | -0.2
#41 Cc1cc2c(cc1C)-n1nnnc1C(N1CCN(c3ncccc3C#N)CC1)C(=O)N2 (stereo unspecified)
    2.7 | -15.8 | 0.2
#42 Cc1ccc(C)c(N2CCN(C(C(=O)NC3CCCC3)c3ccco3)CC2)c1 (stereo unspecified)
    -3.7 | -4.2 | 0.1
#43 CO[C@H]1CN(C)C(=O)c2cc(NC(=O)C3CCOCC3)ccc2OC[C@H](C)N(Cc2nccs2)C[C@H]1C
    -0.4 | -4.0 | 0.1
#44 CC(C)NC(=O)C1(C)CN(S(C)(=O)=O)CC(=O)N1CCCn1ccnc1 (stereo unspecified)
    0.2 | -15.8 | 0.1
#45 O=C(Nc1ccc2c(c1)OCCO2)C(c1ccncc1)n1c(=O)c(-c2ccco2)nc2ccccc21 (stereo unspecified)
    6.3 | -5.0 | -0.3
#46 Cc1cc(N2CCN(C(C(=O)NC3CCCC3)C(C)(C)C)CC2)c2ccccc2n1 (stereo unspecified)
    -1.7 | -3.2 | 0.2
#47 COc1ccc(C(C(=O)NCc2ccccc2)n2c(-c3ccncc3)nc3ccccc32)cc1 (stereo unspecified)
    -0.7 | -7.5 | 0.0
#48 Cc1cccc(C)c1NC(=O)C1(C)CSCC(=O)N1CCC(C)C (stereo unspecified)
    0.3 | -11.7 | 0.4
#49 Cc1noc(C)c1NC(=O)N1C[C@H](O)COC[C@H]2O[C@@H](CC(=O)NCC3CCCCC3)CC[C@@H]21
    1.9 | -15.4 | -0.1
#50 CC(C(=O)NCc1ccccc1)n1c(CSCCOc2ccccc2)nc2ccccc21 (stereo unspecified)
    -2.1 | -16.1 | -0.1
#51 COc1cc(CC(=O)Nc2c(-c3ccccc3)[nH][nH]c2=O)cc(OC)c1
    -0.8 | -6.2 | 0.1
#52 Cc1cc(N2CCN(C(C(=O)NC3CCCC3)c3ccc(-c4ccccc4)cc3)CC2)c2ccccc2n1 (stereo unspecified)
    -8.0 | -9.1 | 0.9
#53 CC(C)NC(=O)C1(C)CN(S(C)(=O)=O)CC(=O)N1CCCN1CCOCC1 (stereo unspecified)
    10.5 | -14.8 | 0.0
#54 CCCCNC(=O)C1C(c2ccc(OC)cc2)=Nc2ccccc2N1C(=O)c1ccncc1 (stereo unspecified)
    -0.1 | -4.2 | 0.0
#55 CCCCCCCCN1C(=O)[C@H](CC(=O)NCc2ccc(OC)c(OC)c2)C[C@@]2(C(=O)OC)CC(C)(C)CC=C12
    -5.7 | -10.9 | 0.8
#56 CC1=C2CCCC[C@@]23C2C(=O)N(C)C(=O)[C@@H]2ON3OC1 (stereo partly specified)
    -2.5 | -6.6 | -0.2
#57 CCCCCNC(=O)C(c1ccnc2ccccc12)n1c(=O)c(-c2cc3ccccc3[nH]2)nc2ccccc21 (stereo unspecified)
    0.8 | -17.2 | 2.3
#58 C[C@H]1[C@@H](Cc2cc(Cl)cc(Cl)c2)N(c2ccccc2)c2ccccc2CN1Cc1ccccc1
    5.3 | -6.2 | 0.7
#59 COC(=O)C1(C(=O)OC)Cc2ccccc2N(S(=O)(=O)c2ccc(C)cc2)C1CC(C)=O (stereo unspecified)
    5.6 | -7.5 | 0.5
#60 CCOC(=O)C(Cc1ccccc1)C1(C)Oc2ccccc2O1 (stereo unspecified)
    1.6 | -9.4 | 1.8
#61 Cc1cc2c(cc1C)-n1nnnc1C(N(C)Cc1ccccc1)C(=O)N2 (stereo unspecified)
    -0.4 | -7.0 | -0.1
#62 COC(=O)C[C@@H]1CC[C@H](NC(=O)Cc2ccccn2)[C@@H](CO)O1
    3.8 | -4.7 | -0.3
#63 COc1ccc(C(=O)C(=O)N2CCN(c3ccccc3F)CC2)cc1
    -2.1 | -3.3 | 0.0
#64 Cc1cccc(C)c1NC(=O)C1(C)CSCC(=O)N1CCCN1CCOCC1 (stereo unspecified)
    0.8 | -11.7 | -0.3
#65 CCC(=O)Nc1ccc2c(c1)OC[C@@H](C)N(Cc1ccccc1F)C[C@@H](C)[C@@H](OC)CN(C)C2=O
    -1.2 | -6.2 | 0.1
#66 O=C(C[C@H]1C=C[C@H](NC(=O)c2ccccn2)[C@@H](CO)O1)NCc1cc(F)cc(F)c1
    6.0 | -5.1 | -0.3
#67 CCC(C(=O)NC(C)(C)C)n1c(C(c2ccccc2)c2ccccc2)nc2ccccc21 (stereo unspecified)
    -2.4 | -6.9 | 0.1
#68 C=CCOC(=O)Nc1nc(CCNC(=O)OCc2ccccc2)c(C(=O)O)s1
    -0.4 | -10.2 | -0.2
#69 COc1ccc(C2=Nc3ccccc3N(C(=O)c3ccc4c(c3)OCO4)C2C(=O)NCc2ccccc2)cc1 (stereo unspecified)
    -0.4 | -4.2 | 0.0
#70 CC(C)N1C(=O)c2ccccc2NC(=O)C1C(=O)NCc1cccc(C(F)(F)F)c1 (stereo unspecified)
    -0.1 | -8.7 | -0.1
#71 O=C1Nc2ccccc2-n2nnnc2C1N1CCc2ccccc2C1 (stereo unspecified)
    -5.0 | -16.7 | 0.0
#72 COc1ccccc1CNC(=O)C[C@@H]1CC[C@H]2[C@@H](COC[C@H](O)CN2Cc2ccccc2)O1
    0.8 | -6.6 | 0.0
#73 CC1(C(=O)NCc2ccccc2)CN(S(C)(=O)=O)CC(=O)N1Cc1cccc(F)c1 (stereo unspecified)
    1.3 | -15.3 | -0.1
#74 COc1ccc(C2=Nc3ccccc3N(C(=O)c3ccc(C)cc3)C2C(=O)Nc2c(C)cccc2C)cc1 (stereo unspecified)
    -5.3 | -5.8 | -0.1
#75 O=C1N(Cc2ccccc2)c2ccc(Br)cc2[C@]12C[C@H](O)CO2
    0.6 | -5.5 | 0.7

Next section.
Order of results – HTR2A ag | CaV13 ICDI inh | aDG glyco act
#76 CCOC(=O)[C@]12CCCC=C1N(CCC1=CCCCC1)C(=O)[C@H](CC(=O)NCc1cccs1)C2
    -4.0 | -3.1 | -0.3
#77 COc1cc(C(=O)C(=O)N2CCN(c3ccc(C)cc3)CC2)cc2ccccc12
    -5.1 | -6.7 | -0.1
#78 CCCC(=O)Nc1ccc2c(c1)C(=O)N(C)C[C@@H](OC)[C@H](C)CN(Cc1ccc(-c3ccccn3)cc1)[C@@H](C)CO2
    3.5 | -16.4 | -0.1
#79 COc1ccc(C2=Nc3ccccc3N(C(=O)c3ccc4ncccc4c3)C2C(=O)NC2CCCC2)cc1 (stereo unspecified)
    1.2 | -9.1 | -0.3
#80 COc1ccc(C(C(=O)Nc2ccc(F)cc2)N2CCN(C(=O)c3ccco3)CC2)cc1 (stereo unspecified)
    -5.4 | -9.3 | 0.1
